# Compound activity as filed in PubChem.
# NOD1 inhibition = NOD1 signaling inhibitors, primary screen, cell-based, luminescence, uHTS (AID 1578); NOD1-driven NF-kB luciferase reporter cells, luminescence; higher % means a stronger effect; inhibition, % at 4 µM; hits with a dose series show EC50 in µM; 290,000 compounds, 1% hits; in the data active = inhibition mostly above about 36%, no sharp cut-off; inactive = mostly below about 34%;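 also: HEK-293T reporter cells stimulated with the NOD1 agonist gamma-tri-DAP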
# PMI inhibitors = inhibitors of human PMI, primary screen, biochemical, fluorescence intensity, coupled assay (AID 1209); purified PMI enzyme, coupled fluorescence intensity; higher % means a stronger effect; 190,000 compounds, 0.42% hits; one-dose inhibition, % at 20 µM; IC50 in µM for titrated hits;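 also: plate controls were DMSO vehicle for no effect and wells lacking substrate for full effect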
# NOD2 inhibition = NOD2 signaling inhibitors, cell-based, luminescence, uHTS, HEK293 (AID 1566); inhibition, % at 4 µM; hits with a dose series show EC50 in µM; HEK293 NOD2/NF-kB luciferase reporter, luminescence; higher % means a stronger effect; 290,000 compounds, 0.63% hits; also: many of its hits are not listed in these tables
# XIAP antagonists = small molecules displacing peptide from XIAP – biochemical, IAP family, fluorescence polarization (AID 1018); displacement, % at 20 µM, or IC50 in µM where a hit was titrated; XIAP BIR domain, fluorescence polarization peptide displacement; higher % means a stronger effect; 200,000 compounds, 0.007% hits; in the data active = displacement above about 50%; also: a part of the inactive calls stands beside numbers as strong as those of hits
# PMI inhibition = MPI inhibition at elevated mannose 6-phosphate – biochemical, fluorescence intensity, high mannose 6-phosphate, primary screen (AID 1220); recombinant PMI enzyme, coupled fluorescence intensity; higher % means a stronger effect; inhibition, % at 20 µM, or IC50 in µM where a hit was titrated; 190,000 compounds, 0.66% hits
# KOR beta-arrestin-1 = KOR antagonists, beta-arrestin recruitment, cell-based, luminescence, uHTS (AID 1778); KOR beta-arrestin recruitment, luminescence, antagonist mode; higher % means a stronger effect; inhibition, % at 10 µM, or IC50 in µM where a hit was titrated; 290,000 compounds, 0.091% hits; also: strong numbers were not always called active
# KOR beta-arrestin-2 = KOR agonists, beta-arrestin recruitment, primary screen, cell-based, luminescence, uHTS (AID 1777); activation, % at 10 µM, or EC50 in µM where a hit was titrated; 280,000 compounds, 0.02% hits; KOR beta-arrestin recruitment, luminescence; higher % means a stronger effect; in the data active = activation above about 50%, passing the limit was not always enough; also: a part of the inactive calls stands beside numbers as strong as those of hits
# LYP phosphatase = inhibitors of LYP phosphatase, biochemical, fluorescence intensity, uHTS (AID 1779) | recombinant LYP phosphatase, fluorescence intensity; higher % means a stronger effect | one-dose inhibition, % at 11.5 µM; IC50 in µM for titrated hits | 290,000 compounds, 0.054% hits;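 also: plate controls were vehicle with enzyme for no effect and no enzyme for full effect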
# TNAP activators = human TNAP enzyme activators, primary screen, biochemical, luminescent, no phosphate acceptor, uHTS (AID 1001); purified TNAP, luminescent activation assay, no phosphate acceptor; higher activation fold means a stronger effect; activation fold at 20 µM, or EC50 in µM where a hit was titrated; 200,000 compounds, 0.03% hits; in the data active = activation fold from about 3, or a potency from the dose series; inactive = the rest, 99 in 100 with activation fold below about 1.6; also: many of its hits are not listed in these tables
# An asterisk follows results filed as active; . = no result given; [ ] = remark or other dose. Rule as the data show it, unless noted: active = inhibition above about 50%; inactive = the rest. Only part of the results is shown. The share of hits here may be higher or lower than overall.
cpd	smiles	NOD1 inhibition	PMI inhibitors	NOD2 inhibition	XIAP antagonists	PMI inhibition
1	O=C(N/C(=C/c1ccc(Br)cc1)C(=O)N1CCCCC1)c1ccccc1F	28%	.	5%	.	.
2	O=C(O)c1ccccc1NCc1ccncc1	-27%	-25%	4%	-5.5%	-66%
3	COC(=O)[C@H](CCSC)NC(=O)NCc1ccccn1	23%	1%	12%	-0.7%	1%
4	N#Cc1c(C(F)(F)F)cc(C2CC2)[nH]c1=O	-2%	2%	-1%	-4.1%	-1%
5	O=C(OCN1C(=O)c2ccccc2C1=O)c1cccs1	.	-5%	22%	-5.8%	-4%
6	Cc1nc2c(c(=O)c3ccccc3n2C)c(=O)n1C1CCCCCC1	4%	.	-16%	.	.
7	CCOc1ccc(C(=O)Nc2cc(C)on2)cc1OCC	-17%	16%	8%	0.2%	12%
8	Cc1cc(C)cc(Nc2ncnc3nc[nH]c23)c1	3%	.	7%	.	.
9	COc1cc(S(=O)(=O)NCCCN2CCOCC2)ccc1-n1cnnn1	-36%	-6%	11%	-1.7%	-17%
10	Cc1nc2ccc(S(=O)(=O)NCC(=O)NCCN3CCCCC3C)cc2s1 (stereo not given)	-5%	14%	24%	-3.5%	11%
11	CSc1ccc(NC(=O)NCCCN2CCC(Cc3ccccc3)CC2)cc1	-2%	.	-14%	.	.
12	CCCNc1nc(Cl)nc(NCc2cccnc2)n1	-5%	.	17%	.	.

cpd	KOR beta-arrestin-1	KOR beta-arrestin-2	LYP phosphatase	TNAP activators
1	23%	4.8%	-2%	.
2	-11%	1.7%	-4%	1.1
3	-5%	-8.3%	-9%	1.1
4	-15%	0.1%	-7%	1
5	-16%	-5.4%	-9%	1.1
6	2%	4.1%	-3%	.
7	0%	-7.0%	-2%	1.1
8	36%	-2.7%	-9%	.
9	6%	-4.0%	-2%	1.2
10	-20%	2.1%	-6%	1
11	-21%	-0.3%	-2%	.
12	27%	0.1%	-12%	.

# Next structures.
cpd	smiles	NOD1 inhibition	PMI inhibitors	NOD2 inhibition	XIAP antagonists	PMI inhibition
13	O=C(C1CC(c2ccc(F)cc2)=NO1)N1CCc2ccccc2C1 (stereo not given)	-9%	5%	-13%	.	1%
14	O=C(O)c1ccc(NC(=O)C2CCCCC2)cc1	-10%	4%	17%	-0.5%	2%
15	CCOc1ccccc1-n1c(SCC(N)=O)nnc1-c1cccnc1	-32%	9%	-9%	-6.2%	8%
16	CCOC(=O)N1CCN(C(c2ccc(C(C)C)cc2)c2sc3nc(C)nn3c2O)CC1 (stereo not given)	-3%	7%	12%	-2.4%	7%
17	CCOC(=O)N1CCC(n2c(SCC(=O)OCc3ccccc3)nc3ccsc3c2=O)CC1	-6%	5%	4%	11%	4%
18	NC(=O)C1CCN(C(=O)COc2ccc3ccc(=O)oc3c2)CC1	-16%	.	8%	.	.
19	COc1ccccc1NC(=S)N(CCCN1CCOCC1)Cc1ccccn1	-21%	-4%	-11%	-4.1%	-25%
20	COCCn1c(C)cc(/C=C2/SC(=O)N(CC(=O)N3CCCC3)C2=O)c1C	-21%	.	10%	.	.
21	CC(=O)N1CCN(C(=O)c2cc3ccccc3o2)CC1	-32%	.	-2%	.	.
22	COCC(=O)NC1CCN(C(=O)Nc2ccc(Br)cc2)CC1	1%	1%	4%	-1.3%	-5%
23	COc1ccc(C2C3=C(CC(C)(C)CC3=O)Nc3c2c(=O)[nH]c2nc(C)nn32)cc1 (stereo not given)	10%	1%	13%	-4.4%	-1%
24	CCOC(=O)c1ccccc1NC(=O)COC(=O)CN1C(=O)NC2(CCCC2)C1=O	-76%	.	-5%	.	.

cpd	KOR beta-arrestin-1	KOR beta-arrestin-2	LYP phosphatase	TNAP activators
13	7%	-5.1%	-10%	1.1
14	16%	-2.4%	2%	1.1
15	-19%	2.6%	2%	1.1
16	-34%	7.8%	-2%	1
17	-10%	2.6%	3%	1.1
18	-17%[20 µM]	-1.5%	-5%	.
19	-17%	9.0%	2%	1.1
20	6%	0.9%	1%	.
21	-12%	0.7%	-9%	.
22	-1%	-1.0%	-2%	1.1
23	21%	1.3%	-4%	1
24	-7%	4.0%	-9%	.

# Further records.
cpd	smiles	NOD1 inhibition	PMI inhibitors	NOD2 inhibition	XIAP antagonists	PMI inhibition
25	Fc1ccc(/C=N/N2CCOCC2)c(F)c1	-41%	5%	4%	-5.0%	9%
26	CCCOc1cccc(C(=O)O)c1	-10%	8%	6%	0.1%	6%
27	O=C(NC1CC2CCCC(C1)N2C(=S)Nc1ccc(Cl)cc1)C1CC1 (stereo not given)	-26%	.	2%	.	.
28	CC(Sc1nnc2ccccn12)C(=O)Nc1ccc2c(c1)OCO2 (stereo not given)	-37%	-15%	0%	-3.0%	1%
29	O=C(CSc1ccc(Cl)cc1)N/N=C/c1cccnc1	-40%	4%	21%	-10%	5%
30	O=C(Nc1ccc2ccccc2c1)c1cc(F)c(F)cc1Cl	-90%	.	-67%	.	.
31	Cc1cccc(-n2c(C)nc3cc(C(=O)N4CCOCC4)ccc32)c1	-20%	.	-5%	.	.
32	Cc1c(Cl)ccc(S(=O)(=O)NCCCn2ccnc2)c1Cl	7%	.	25%	.	.
33	COc1ccc(-c2nc3ccccc3c(=O)[nH]2)cc1	-77%	.	-67%	.	.
34	CC(C)(C)NS(=O)(=O)c1ccc(CCC(=O)NCc2ccc3c(c2)OCO3)cc1	12%	-2%	-26%	-4.6%	6%
35	N#CCC1c2ccccc2CCN1C(=O)Nc1cccc(C(F)(F)F)c1 (stereo not given)	8%	5%	23%	-1.5%	7%
36	CCOc1ccc(NC(=O)CSC2=C(C#N)C(c3ccc4c(c3)OCO4)CC(=O)N2)cc1 (stereo not given)	19%	18%	-9%	-4.6%	18%

cpd	KOR beta-arrestin-1	KOR beta-arrestin-2	LYP phosphatase	TNAP activators
25	0%	-2.2%	-3%	1
26	13%	-0.1%	-3%	1.1
27	-2%	-11%	-11%	.
28	-11%	11%	-3%	1.1
29	1%	0.5%	-2%	1
30	-19%	2.8%	-2%	.
31	-39%	-3.8%	-13%	.
32	-19%	-2.5%	-4%	.
33	-5%	3.6%	-6%	.
34	17%	2.0%	-4%	1.1
35	15%	1.5%	2%	1.1
36	-56%	-2.4%	1%	1.1

# Additional structures
cpd	smiles	NOD1 inhibition	PMI inhibitors	NOD2 inhibition	XIAP antagonists	PMI inhibition
37	O=S(=O)(Nc1ccc(-c2csc(-c3ccccc3)n2)cc1)c1ccc(F)cc1	4%	24%	-10%	-5.4%	26%
38	CCC(C)(C)n1nnnc1C(c1ccc2ncccc2c1)N1CCN(Cc2ccc3c(c2)OCO3)CC1 (stereo not given)	-15%	-3%	11%	1.6%	-1%
39	COc1cc(-n2c(C)nc3cc(C(=O)NCCN4CCOCC4)ccc32)cc(OC)c1OC	35%	-8%	14%	-3.2%	-5%
40	CC(C)[C@H](CO)N(Cc1cccc(F)c1)c1nc(Nc2cccc(Cl)c2)c2ncn(C(C)C)c2n1	-7%	.	-9%	.	.
41	Cc1ccc(S(=O)(=O)N(C)C)cc1NC(=S)NC(=O)C12CC3CC(CC(C3)C1)C2	50%	16%	16%	-7.5%	6%
42	CCOC(=O)CN1NC2(CCCC(C)C2)NC1=S (stereo not given)	-26%	-18%	-16%	-6.3%	-29%
43	COc1cc(NC(=S)Nc2cccnc2)cc(OC)c1OC	.	18%	9%	-6.3%	8%
44	CN(C)c1ccnc2c[cH-]cc12.[Fe].c1ccc(-[c-]2[c-](-c3ccccc3)[c-](-c3ccccc3)[c-](-c3ccccc3)[c-]2-c2ccccc2)cc1 (stereo not given)	10%	.	6%	.	.
45	COC(=O)c1ccc(CN2CCC(Oc3ccc(C(=O)N4CCCCC4)cc3)CC2)cc1	-19%	.	0%	.	.
46	CC(=C\C(=O)O)/C(=C/c1ccccc1)C(=O)O	10%	11%	12%	-2.4%	8%
47	COc1ccc(-c2nnc(SCC(=O)NC(C)C)n2CC2CCCO2)cc1OC (stereo not given)	-18%	-15%	-8%	-1.4%	-16%
48	O=[N+]([O-])c1ccc(NCCNCCOc2nonc2-c2ccccc2)c([N+](=O)[O-])c1	-24%	7%	-9%	-8.0%	13%

cpd	KOR beta-arrestin-1	KOR beta-arrestin-2	LYP phosphatase	TNAP activators
37	-10%	1.7%	4%	1
38	-14%	-3.9%	-15%	1.1
39	7%	-1.7%	-4%	0.9
40	-11%	2.5%	4%	.
41	-26%	1.2%	1%	1.1
42	-15%	-10%	-7%	1.2
43	-32%	4.8%	-7%	1.1
44	27%	0.3%	-22%	.
45	-9%	0.1%	-11%	.
46	0%	11%	-4%	1.1
47	-46%	-3.7%	-5%	0.9
48	-4%	-6.7%	-6%	1

# Arranged by number of heavy atoms (lowest first): some entries from above
cpd	smiles	NOD1 inhibition	PMI inhibitors	NOD2 inhibition	XIAP antagonists	PMI inhibition
46	CC(=C\C(=O)O)/C(=C/c1ccccc1)C(=O)O	10%	11%	12%	-2.4%	8%
42	CCOC(=O)CN1NC2(CCCC(C)C2)NC1=S (stereo not given)	-26%	-18%	-16%	-6.3%	-29%
35	N#CCC1c2ccccc2CCN1C(=O)Nc1cccc(C(F)(F)F)c1 (stereo not given)	8%	5%	23%	-1.5%	7%
37	O=S(=O)(Nc1ccc(-c2csc(-c3ccccc3)n2)cc1)c1ccc(F)cc1	4%	24%	-10%	-5.4%	26%
47	COc1ccc(-c2nnc(SCC(=O)NC(C)C)n2CC2CCCO2)cc1OC (stereo not given)	-18%	-15%	-8%	-1.4%	-16%
48	O=[N+]([O-])c1ccc(NCCNCCOc2nonc2-c2ccccc2)c([N+](=O)[O-])c1	-24%	7%	-9%	-8.0%	13%
36	CCOc1ccc(NC(=O)CSC2=C(C#N)C(c3ccc4c(c3)OCO4)CC(=O)N2)cc1 (stereo not given)	19%	18%	-9%	-4.6%	18%
39	COc1cc(-n2c(C)nc3cc(C(=O)NCCN4CCOCC4)ccc32)cc(OC)c1OC	35%	-8%	14%	-3.2%	-5%
40	CC(C)[C@H](CO)N(Cc1cccc(F)c1)c1nc(Nc2cccc(Cl)c2)c2ncn(C(C)C)c2n1	-7%	.	-9%	.	.
38	CCC(C)(C)n1nnnc1C(c1ccc2ncccc2c1)N1CCN(Cc2ccc3c(c2)OCO3)CC1 (stereo not given)	-15%	-3%	11%	1.6%	-1%
44	CN(C)c1ccnc2c[cH-]cc12.[Fe].c1ccc(-[c-]2[c-](-c3ccccc3)[c-](-c3ccccc3)[c-](-c3ccccc3)[c-]2-c2ccccc2)cc1 (stereo not given)	10%	.	6%	.	.

cpd	KOR beta-arrestin-1	KOR beta-arrestin-2	LYP phosphatase	TNAP activators
46	0%	11%	-4%	1.1
42	-15%	-10%	-7%	1.2
35	15%	1.5%	2%	1.1
37	-10%	1.7%	4%	1
47	-46%	-3.7%	-5%	0.9
48	-4%	-6.7%	-6%	1
36	-56%	-2.4%	1%	1.1
39	7%	-1.7%	-4%	0.9
40	-11%	2.5%	4%	.
38	-14%	-3.9%	-15%	1.1
44	27%	0.3%	-22%	.

# Additional structures.
cpd	smiles	NOD1 inhibition	PMI inhibitors	NOD2 inhibition	XIAP antagonists	PMI inhibition
49	N#C/C(=C\c1c(Cl)cccc1Cl)c1nc2ccccc2o1	0%	15%	0%	-4.1%	14%
50	CN(CC1CCOCC1)C(=O)CC1C(=O)NCCN1Cc1ccc(-c2ccccc2)cc1 (stereo not given)	-19%	4%	18%	-3.1%	32%
51	Cc1ccccc1CN1CCN(Cc2cc3ccccc3o2)CC1CCO (stereo not given)	-8%	.	5%	.	.
52	O=C(Nc1ccc(-n2cccc2)cc1)C1CC1	-8%	-4%	-9%	-0.2%	-4%

cpd	KOR beta-arrestin-1	KOR beta-arrestin-2	LYP phosphatase	TNAP activators
49	1%	-1.9%	-2%	1.1
50	2%[20 µM]	.	-7%	1
51	-6%[20 µM]	.	-10%	.
52	2%	-6.4%	-2%	1.1
